CHO-K1 Ca ag: M1 agonist counterscreen hit in parental CHO-K1 cells | activation, % at 3 µM | hit rate 0.48% among 360,000 | Fluo-8 calcium fluorescence; scaled to maximal ATP response, vehicle zero; in the data active = activation above about 15%;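 also: untransfected CHO-K1 host cells lacking M1 receptor as counterscreen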
V1aR counter: activates human V1a receptor in oxytocin agonist counter-screen | CHO-V1R cells, Fluo-8 calcium fluorescence, agonist mode; 0% DMSO, 100% 3 nM vasopressin | activation, % at 3 µM | hit rate 0.25% among 320,000 | AID 2797;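 active = activation above the mean activation of all tested compounds plus 3 SD, per screening run, cut at about 20% in these data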;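 also: signal is peak over basal fluorescence ratio across a 100 second FLIPR read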
OXTR potentiator: potentiates the human oxytocin receptor response; P30559; CHO-OTR cells, Fluo-8 calcium fluorescence, potentiator mode; 0% = oxytocin EC15, 100% = EC100; activation, % at 3 µM; hit rate 0.061% among 320,000; AID 2445;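 active = activation above that plate's cutoff, the mean activation of tested compounds plus 3 SD, cut at about 6.6% in these data, passing the limit was not always enough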;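 also: 100% uses oxytocin at 75 nM as the full agonist control; some results filed as inactive read as strong as hits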
Target sequence (P30559 whole entry, looked up): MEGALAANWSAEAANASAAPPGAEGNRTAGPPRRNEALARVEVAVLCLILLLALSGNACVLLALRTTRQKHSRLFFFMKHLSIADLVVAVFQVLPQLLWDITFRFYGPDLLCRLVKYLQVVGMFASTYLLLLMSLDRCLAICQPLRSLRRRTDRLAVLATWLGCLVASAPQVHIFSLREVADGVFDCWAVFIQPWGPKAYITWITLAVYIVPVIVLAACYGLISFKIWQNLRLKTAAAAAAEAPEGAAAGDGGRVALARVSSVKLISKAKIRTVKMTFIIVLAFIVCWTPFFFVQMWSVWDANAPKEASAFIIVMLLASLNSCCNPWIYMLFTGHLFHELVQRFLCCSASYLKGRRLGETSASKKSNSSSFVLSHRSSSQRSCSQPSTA
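test system = CHO-OTR cells, human receptor | compound = single-point 3.0 µM | schedule = 6 min compound pre-incubation at room temperature, 100 s kinetic read | signal = Fluo-8 no-wash calcium dye fluorescence, excitation 470-495 nm, emission 515-575 nm | repeats = single well per compound, singlicate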
TAAR1 antagonist: human TAAR1 antagonism; Q96RJ0; CHO RD-HGA16 TAAR1, Fluo-8 calcium fluorescence, antagonist; inhibition, % at 3 µM; hit rate 1.5% among 360,000; AID 624466;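 active = inhibition above a per-plate cutoff, the mean inhibition of test compounds on that plate plus 3 SD, cut at about 49% in these data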;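 also: 0% = DMSO plus EC80 beta-PEA response and 100% = DMSO alone without agonist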
Target sequence (Q96RJ0 whole entry, looked up): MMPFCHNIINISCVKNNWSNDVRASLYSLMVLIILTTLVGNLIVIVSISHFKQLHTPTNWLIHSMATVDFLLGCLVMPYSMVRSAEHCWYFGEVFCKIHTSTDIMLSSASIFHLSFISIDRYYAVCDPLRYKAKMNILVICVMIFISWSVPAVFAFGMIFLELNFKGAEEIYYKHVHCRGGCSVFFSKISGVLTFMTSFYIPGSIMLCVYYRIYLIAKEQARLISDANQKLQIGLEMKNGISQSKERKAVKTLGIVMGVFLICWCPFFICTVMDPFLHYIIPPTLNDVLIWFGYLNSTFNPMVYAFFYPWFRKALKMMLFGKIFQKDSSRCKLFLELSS
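Assay system: RD-HGA16 CHO cells with stable hTAAR1 and Gα16 / Reagent: EC80 β-phenethylamine stimulus / Doses: 3 µM, single point / Timing: dye loading 75 min at 37 °C, then 30 min room temperature / Measured by: Fluo-8 intracellular calcium dye fluorescence, real-time kinetic reads / Controls: vehicle wells and EC80 agonist wells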
CHO parental Ca: counter-screen for OX1R antagonists: effect in parental CHO cells; parental CHO-K1, ATP-induced calcium, Fluo-8 fluorescence; inhibition, % at 5.6 µM; hit rate 0.63% among 330,000; AID 463079;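 active = inhibition above that plate's mean sample inhibition plus 3 SD, cut at about 26% in these data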;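 also: 0% = ATP-challenged DMSO wells and 100% = DMSO wells without ATP; some compounds past the cut are filed as inactive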
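Assay system: untransfected parental CHO cell line. Also added: ATP agonist challenge. Dosing: one dose, 5.6 µM nominal. Measured by: Fluo-8 fluorescence. Read-out: % inhibition. Benchmarks: ATP wells versus no-ATP DMSO wells. Repeats: no replicates.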
OXTR ag: activates the human oxytocin receptor. hit rate 0.32% among 320,000. activation, % at 3 µM. CHO-OTR cells, Fluo-8 calcium fluorescence; normalized: DMSO 0%, oxytocin 100%;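 active = activation above the mean of all tested compounds plus 3 SD, cutoff set per screening run, cut at about 20% in these data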;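 also: peak over basal fluorescence ratio from a 100 s FLIPR kinetic read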
CHO-K1 Ca PAM: M1 PAM counterscreen hit in parental CHO-K1 cells. hit rate 0.02% among 360,000. activation, % at 3 µM. ATP EC20, Fluo-8 calcium fluorescence; 0% at ATP EC20, 100% at ATP max. AID 602247;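 active = activation above the run cutoff, the mean activation of all test compounds plus 3 SD, cut at about 40% in these data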;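 also: peak over basal fluorescence ratio in a 140 s read after ATP addition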
GPR7 antag: human neuropeptides B/W receptor 1 antagonism. P48145. GPR7-expressing cells, fluorescence antagonist assay. inhibition, % at 4.4 µM. hit rate 1.1% among 290,000. AID 1861; in the data active = inhibition above about 16%, passing the limit was not always enough;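 also: cells stimulated with the agonist NPW; 0% = agonist with vehicle and 100% = vehicle without agonist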
CHO-K1 Ca antag: nonselective inhibitor or artifact in parental CHO-K1 cells | ATP-induced calcium, Fluo-8 fluorescence | inhibition, % at 3 µM | hit rate 0.6% among 360,000 | AID 602250;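 active = inhibition above a per-plate cutoff, the plate's mean sample inhibition plus 3 SD, cut at about 24% in these data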;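 also: 0% = DMSO plus EC80 ATP and 100% = DMSO alone without ATP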
Starred values were filed as active, the others as inactive; . = not tested or not shown; & = joins results of further samples.

SMILES	CHO-K1 Ca ag	V1aR counter	OXTR potentiator	TAAR1 antagonist	CHO parental Ca	OXTR ag	CHO-K1 Ca PAM	GPR7 antag	CHO-K1 Ca antag
CC(=O)Nc1c(C(=O)C2CC2)oc2ccccc12	0.5	-0.7	-1	.	0	-1.4	28	1	-20
CCC(C)(C)NC(=O)C(c1ccc(OC)cc1)N(Cc1ccc(OC)cc1)C(=O)CCC(=O)Nc1cc(C)on1 (stereo not drawn)	0.4	-1.2	-6	-15	-19	-0.6	6	7	-7
O=C(O)CCc1ccc(-c2ccc(F)cc2)n1CC1CCCO1 (stereo not drawn)	-0.5	-0.8	-2	3	-15	-1.4	-12	1	18
COCCn1c(C)cc(C(=O)COC(=O)c2ccc[nH]c2=O)c1C	1.5	-0.2	-8	-18	1	0.5	26	-8	-11
O=C(NCC(=O)N1CCCCC1)c1ccc(Br)o1	1.4	1.3	-3	-2	3	-0.6	3	25	-10
O=C(c1ccco1)N(Cc1cc2ccccc2[nH]c1=O)C1CCCCC1	0.6	0.3	-16	2	-19	0.9	-2	2	16
CN(C)C(=S)NC(=O)c1cccc(Cl)c1	-0.1	-0.3	-2	-9	-2	0.9	-11	0	3
Brc1cc2c(cc1Br)OCCOCCOCCOCCO2	0.8	0.8	-12	1	-14	0.1	9	11	0
Cc1cc(C)nc(NS(=O)(=O)c2ccc(NC(=O)C3(c4ccc([N+](=O)[O-])cc4)CCCC3)cc2)n1	13	22*	-7	37	12	22*	29	25	-1
CCOC(=O)C1(CCCc2ccccc2)CCN(C(=O)c2n[nH]c(CC)c2C)CC1	8.1	.	.	1	.	.	16	.	-9
CCCCNc1c(-c2ccc(SC3CCCCC3)c(OC)c2)nc2ccc(C)cn12	-0.4&2.4	0.0	-2	74*	25	-1.4	-17&-9	.	-4&-7
CN(c1ccc(C(=O)NCc2cccnc2)cc1)S(=O)(=O)c1ccc(Cl)cc1	1.7	3.5	-8	-8	-20	0.9	-9	-6	2
N#C/C(=N\Nc1cccc([N+](=O)[O-])c1)C(=O)c1ccc(Br)cc1	13	7.5	-16	33	26	12	2	-9	17
Cc1nn(Cc2ccccc2Cl)c(Cl)c1C(=O)NCCc1ccccc1	1.3	-0.2	-13	21	-23	-2.2	21	14	-16
COCCN(CCOC)C(=O)CCn1c(=O)oc2ccccc21	0.1	0.6	-8	12	-8	-0.5	15	-8	-12
COCCNC(=S)N1CCc2cc(OC)c(OC)cc2C1COc1ccc(C(C)C)cc1 (stereo not drawn)	0.9	0.6	-6	-22	-6	-0.6	12	-3	3
O=C(COC(=O)/C=C/c1ccccc1Cl)NC(=O)NC1CCCC1	-0.4	.	.	-11	.	.	-3	.	-1
COc1cc(OC)cc(C(=O)N[C@H](C(=O)NCc2ccc(F)cc2)C(C)C)c1	1.6	-0.5	-3	-17	-19	-2.0	19	-6	4
COc1ccccc1N1CCN(C(=O)c2ccc3c(=O)n(Cc4ccc5c(c4)OCO5)c(=O)[nH]c3c2)CC1	0.0	1.3	-11	.	-4	0.4	6	8	-3
O=C(Nc1ccn(Cc2ccccc2)n1)c1n[nH]c([N+](=O)[O-])c1Cl	-0.3	2.3	0	-2	-11	-1.3	-15	-6	18
Brc1cccc(CN2CCN(c3ncccn3)CC2)c1	-0.7	.	.	-15	.	.	0	-11	-2
COc1ccc(-n2nnnc2SCC(=O)c2ccc(O)c(O)c2)cc1	1.2	1.4	-7	-11	-5	1.5	10	-2	-13
CCc1ccc(OCC(=O)NNC(=O)c2cc3ccccc3o2)cc1	2.3	0.2	-14	71*	53*	-0.4	19	-17	-10
COc1ccc(-c2cc3c(c4c2ccn4C)C2CCC3C2)cc1F (stereo not drawn)	-0.2	.	.	-29	.	.	2	.	24*
Cn1cc(CN2CCN(c3ncccn3)CC2)c(-c2cccc(Cl)c2)n1	0.7	0.4	0	-22	1	0.4	-7	-9	-20
C/C(=N\N=C1\NC(=O)CS1)c1cccs1	-0.1	1.5	1	-29	1	0.3	-5	-10	0
Cc1ccc(S(=O)(=O)N2CCCN(C(=O)CNC(=O)c3ccccc3)CC2)cc1	0.5	.	.	-12	.	.	-11	.	0
O=C(Nc1ccc(Cl)c(S(=O)(=O)N2CCOCC2)c1)C1CCC1	1.5	1.4	2	-20	-19	1.4	19	.	-11
COC(=O)c1ccc(Cn2c(O)c(N=O)c3ccccc32)o1	0.9	1.0	-5	-18	-14	0.5	20	4	-6
COC(=O)c1cccc(N(C(=O)CNC(=O)c2cccs2)C(C(=O)NCC2CCCO2)c2ccc(OC)c(OC)c2)c1 (stereo not drawn)	1.1	-0.4	2	-17	-9	0.5	6	-10	-12
CC1(NC(=S)N(CCO)CCO)CCS(=O)(=O)C1 (stereo not drawn)	0.2	0.0	-5	6	3	0.7	7	-13	-2
COc1ccc(NC(=O)CSCC(=O)N2c3ccccc3CCc3ccccc32)cc1	19*	-0.2	-7	8	-25	-2.0	17	-14	4
COc1ccc(OC)c(S(=O)(=O)NC(=O)C2(C)CCN2C(=O)Cc2ccccc2Cl)c1 (stereo not drawn)	0.1	.	.	-3	.	.	14	.	-17
O=C(CSc1n[nH]c(-c2ccccc2)n1)Nc1ncccn1	0.8	-0.1	3	0	-15	0.8	26	-6	-9
COc1ccc(NC(=O)Nn2cnnc2)cc1OC	0.5	0.8	0	-31	3	-0.2	4	-7	0
O=c1c2c(-c3ccccc3)csc2ncn1/N=C/c1cccc([N+](=O)[O-])c1O	-0.4	-0.8	-9	3	2	-0.9	27	-11	-20

A different layout for some results above:
Compound,CHO-K1 Ca ag,V1aR counter,OXTR potentiator,TAAR1 antagonist,CHO parental Ca,OXTR ag,CHO-K1 Ca PAM,GPR7 antag,CHO-K1 Ca antag
Cn1cc(CN2CCN(c3ncccn3)CC2)c(-c2cccc(Cl)c2)n1,0.7,0.4,0,-22,1,0.4,-7,-9,-20
C/C(=N\N=C1\NC(=O)CS1)c1cccs1,-0.1,1.5,1,-29,1,0.3,-5,-10,0
Cc1ccc(S(=O)(=O)N2CCCN(C(=O)CNC(=O)c3ccccc3)CC2)cc1,0.5,.,.,-12,.,.,-11,.,0
O=C(Nc1ccc(Cl)c(S(=O)(=O)N2CCOCC2)c1)C1CCC1,1.5,1.4,2,-20,-19,1.4,19,.,-11
COC(=O)c1ccc(Cn2c(O)c(N=O)c3ccccc32)o1,0.9,1.0,-5,-18,-14,0.5,20,4,-6
COC(=O)c1cccc(N(C(=O)CNC(=O)c2cccs2)C(C(=O)NCC2CCCO2)c2ccc(OC)c(OC)c2)c1 (stereo not drawn),1.1,-0.4,2,-17,-9,0.5,6,-10,-12

Single records, from the list above.
Record of COC(=O)c1cccc(N(C(=O)CNC(=O)c2cccs2)C(C(=O)NCC2CCCO2)c2ccc(OC)c(OC)c2)c1 (stereo not drawn) = CHO-K1 Ca ag: 1.1; V1aR counter: -0.4; OXTR potentiator: 2; TAAR1 antagonist: -17; CHO parental Ca: -9; OXTR ag: 0.5; CHO-K1 Ca PAM: 6; GPR7 antag: -10; CHO-K1 Ca antag: -12
Record of Cc1ccc(S(=O)(=O)N2CCCN(C(=O)CNC(=O)c3ccccc3)CC2)cc1 = CHO-K1 Ca ag: 0.5; V1aR counter: .; OXTR potentiator: .; TAAR1 antagonist: -12; CHO parental Ca: .; OXTR ag: .; CHO-K1 Ca PAM: -11; GPR7 antag: .; CHO-K1 Ca antag: 0

(continued)
SMILES	CHO-K1 Ca ag	V1aR counter	OXTR potentiator	TAAR1 antagonist	CHO parental Ca	OXTR ag	CHO-K1 Ca PAM	GPR7 antag	CHO-K1 Ca antag
CCCn1c(SCC(=O)Nc2ccccc2C(=O)OC)nc2c1c(=O)n(C)c(=O)n2C	0.6	0.9	-4	8	-8	1.4	8	-9	-7
CCc1nnc(NC(=O)CSc2nc(C)nc3c2c(=O)n(C)c(=O)n3C)s1	1.1	-0.6	3	-6	-10	0.2	-3	-18	-5
COc1ccc(N2CCN(C(=O)CCN3C(=O)c4ccccc4S3(=O)=O)CC2)cc1	2.1	1.9	-11	.	-6	2.0	13	-8	-4
CCNC(=S)Nc1ccccc1-c1ccccc1	0.4	-0.4	-8	-17	-16	-0.9	13	3	2
CC(C)(C)SCCNC(=O)CN(c1ccc(F)cc1)S(C)(=O)=O	0.1	1.4	3	-22	-5	0.4	-15	3	20
Cc1c(Cl)cccc1NC(=O)Cn1cccc1	0.7	0.1	-6	10	-7	-1.0	14	-14	-14
c1csc(CNc2ncnc3nc[nH]c23)c1	1.2	1.1	-3	8	5	-0.3	18	-4	-1
CCOCCn1ccc2c(OCC(=O)Nc3cc(OC)ccc3OC)cccc2c1=O	2.6	1.2	-10	43	-31	-2.4	-13	.	-11
Cc1nn(Cc2c(F)c(F)c(F)c(F)c2F)c(C)c1NC(=O)c1c([N+](=O)[O-])c(C)nn1C	4.0	11	-13	22	1	12	-8	12	-23
CCOc1ccc(S(=O)(=O)N(C)CC(=O)NCc2ccc3c(c2)OCO3)cc1	0.3	2.8	-1	-1	-29	2.3	17	9	4
c1ccc(C2=Nc3ccccc3NC(c3ccccc3)C2)cc1 (stereo not drawn)	0.6	-1.3	-1	11	-22	-1.5	18	-3	-3
CCSc1ncc(Cl)c(C(=O)Nc2sc3c(c2C(=O)NCc2cccnc2)CCCC3)n1	1.2	10	2	2	-15	-0.5	20	-14	-22
CC1CC(=O)C=C(O)C1C(=O)OC(C)(C)C (stereo not drawn)	0.3	0.0	-15	-13	-12	0.1	14	-16	-2
O=C(CNC(=O)c1ccccc1F)c1ccccc1	-0.4	0.8	7	-27	-2	0.5	-12	-7	10

Gathered by group: the entries above with a tert-butyl group (2)
SMILES	CHO-K1 Ca ag	V1aR counter	OXTR potentiator	TAAR1 antagonist	CHO parental Ca	OXTR ag	CHO-K1 Ca PAM	GPR7 antag	CHO-K1 Ca antag
CC(C)(C)SCCNC(=O)CN(c1ccc(F)cc1)S(C)(=O)=O	0.1	1.4	3	-22	-5	0.4	-15	3	20
CC1CC(=O)C=C(O)C1C(=O)OC(C)(C)C (stereo not drawn)	0.3	0.0	-15	-13	-12	0.1	14	-16	-2

Rows are unselected; overall some 3.5% were active at least once.
